Assay outcomes from PubChem BioAssay.
12-LOX inh – inhibitors of human 12S-lipoxygenase ALOX12; P18054; purified 12hLO, xylenol orange hydroperoxide absorbance; Potency, µM (highest dose often 108 µM), inactives show at the top dose activity change, negative = inhibition, most hits filed as inhibitors; 580,000 compounds, 1.1% hits; AID 1671190; note: potency is the fitted concentration of half-maximal effect; % is set by controls: 0 for no effect and ±100 for the full control effect
Target sequence (P18054 whole entry, looked up): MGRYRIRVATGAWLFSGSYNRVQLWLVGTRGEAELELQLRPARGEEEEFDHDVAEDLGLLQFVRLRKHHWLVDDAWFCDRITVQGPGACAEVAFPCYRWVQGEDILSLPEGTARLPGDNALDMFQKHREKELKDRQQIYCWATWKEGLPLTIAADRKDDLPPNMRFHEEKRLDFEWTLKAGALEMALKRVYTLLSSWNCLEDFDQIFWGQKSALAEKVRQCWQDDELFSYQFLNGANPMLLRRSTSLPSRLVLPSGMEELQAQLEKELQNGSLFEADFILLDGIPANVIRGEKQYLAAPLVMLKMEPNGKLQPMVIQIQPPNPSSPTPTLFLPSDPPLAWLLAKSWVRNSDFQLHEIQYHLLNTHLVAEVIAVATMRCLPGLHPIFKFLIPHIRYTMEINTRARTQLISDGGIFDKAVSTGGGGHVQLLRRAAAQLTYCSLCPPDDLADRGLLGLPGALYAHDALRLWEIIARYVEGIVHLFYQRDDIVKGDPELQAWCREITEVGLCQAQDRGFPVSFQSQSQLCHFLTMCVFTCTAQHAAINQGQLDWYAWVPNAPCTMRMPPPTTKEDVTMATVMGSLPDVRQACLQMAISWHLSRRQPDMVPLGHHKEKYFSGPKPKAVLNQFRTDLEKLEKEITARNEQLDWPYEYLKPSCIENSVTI
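Purified human 12hLO (150 nM final) in 25 mM Hepes, 0.01% Triton X-100, pH 7.0 was preincubated 15 min at room temperature with compound. Then 40 uM arachidonic acid was added, 30 min. Hydroperoxide was read by Fe-XO absorbance ratio 573/405 nm.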
G9a block – inhibitors of human histone lysine methyltransferase G9a; Potency, µM (highest dose often 102 µM), for inactives: at the top dose activity, negative = inhibition, hits mostly inhibitors; Q96KQ7; 350,000 compounds, 8.8% hits; G9a H3K9 monomethylation, AlphaScreen, 2 h; note: potency is the fitted concentration of half-maximal effect; % is set by controls: 0 for no effect and ±100 for the full control effect; nearly all actives have a fitted effect of over 75% in size
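AlphaScreen detection with an anti-monomethyl H3K9 antibody quantified product after a 2 h room-temperature reaction containing 500 nM biotinylated H3K9 peptide, 20 µM SAM and 20 nM enzyme, which had been preincubated 15 min with compound.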
JMJD2A Tudor – JMJD2A Tudor domain (human) inhibition. AID 504339. O75164. 390,000 compounds, 4.4% hits. Potency, µM (doses to about 114 µM), for inactives: at the highest dose activity change, negative = inhibition, hits mostly inhibitors. AlphaScreen JMJD2A-Tudor / H3K4me3 peptide binding; note: potency is the fitted concentration of half-maximal effect; % is set by controls: 0 for no effect and ±100 for the full control effect; nearly all actives have a fitted effect of over 50% in size
ERG Ets-DNA blk – blocks human ERG Ets domain binding to DNA. fluorescence polarization, His-ERG Ets domain / labelled DNA. Potency, µM (highest dose often 76.9 µM), without a hit: top-dose FP activity, negative = inhibition, hits mostly inhibitors. 370,000 compounds, 0.028% hits; active = well fitted inhibition curve with a large enough effect in the polarisation, with a control signal flat; inconclusive = small, poorly fitted or top-dose-only effect, or effect the other way, or a change in a side signal; inactive = no such curve, though single readings can be large or run the other way; the % refers to the polarisation;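 note: polarization taken with two DNA probes labelled with fluorescein and Texas red; potency is the fitted concentration of half-maximal effect; % of control where 0% means no effect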
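His-tagged ERG Ets domain (1 uM in the protein solution; 300mM KCl, 50mM Tris-HCl, 1mM EDTA, 1mM DTT, pH 7.5) received compound, then a probe mix of 5 nM fluorescein-DNA and 100nM Texas-615-DNA. Fluorescence polarization was read for both dyes.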
PI4K2A block – inhibitors of human PI4K2A. Q9BTU6. purified PI4K2A, ADP-Glo luminescence, 1 h; active compounds read low. activity change, negative = inhibition, % at 76.9 µM. 420,000 compounds, 0.13% hits. AID 1346378; in the data active = activity change below about -50%; inconclusive = mostly about -30% to -49%;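 note: -100% = wells without enzyme as full effect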
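ADP-Glo luminescence measured ADP generated by PI4K2A enzyme (4 ug/mL before mixing) with 1.2 mM PI substrate (pre-mix) and 300 microM ATP (pre-mix). Tris pH7.5 buffer with MgCl2, Triton X-100; 1 h reaction at ambient temperature.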
HP1b binding inh – inhibitors of HP1-beta chromodomain binding to methylated histone tails. P83916. AlphaScreen HP1-beta / biotin-H3K9me3 peptide binding. Potency, µM (titrated, usually from 114 µM), without a hit: at the highest dose activity change, negative = inhibition, usual class: inhibitors. 390,000 compounds, 0.56% hits; note: potency is the fitted concentration of half-maximal effect; nearly all actives have a fitted effect of over 70% in size; inactives centre near 23
Target sequence (P83916 whole entry, looked up): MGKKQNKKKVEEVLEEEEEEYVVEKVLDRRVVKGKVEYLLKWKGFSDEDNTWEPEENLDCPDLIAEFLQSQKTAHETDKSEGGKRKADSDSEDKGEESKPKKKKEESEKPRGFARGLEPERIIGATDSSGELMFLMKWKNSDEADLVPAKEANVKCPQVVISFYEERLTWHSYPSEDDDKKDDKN
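HP1-beta protein (50 nM final) preincubated 30 min at room temperature with biotinylated H3(1-18)K9me3 peptide (50 nM) in PBS pH 7.4, 0.01% Tween-20, then compound added for 30 min. AlphaScreen streptavidin donor/nickel chelate acceptor beads (10 ug/mL final), 30 min dark, luminescence read.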
RGS4 inhibitor – human RGS4 inhibition | Potency, µM (top dose mostly 114 µM), for inactives: at the highest dose activity change, negative = inhibition, most hits filed as inhibitors | AID 504845 | Transcreener GDP fluorescence polarization, RGS4-accelerated GTP hydrolysis | 390,000 compounds, 0.039% hits; note: potency is the fitted concentration of half-maximal effect; % is set by controls: 0 for no effect and ±100 for the full control effect; nearly all actives have a fitted effect of over 75% in size; some results filed as inactive show a strong effect at the top dose
Target sequence (P49798 whole entry, looked up): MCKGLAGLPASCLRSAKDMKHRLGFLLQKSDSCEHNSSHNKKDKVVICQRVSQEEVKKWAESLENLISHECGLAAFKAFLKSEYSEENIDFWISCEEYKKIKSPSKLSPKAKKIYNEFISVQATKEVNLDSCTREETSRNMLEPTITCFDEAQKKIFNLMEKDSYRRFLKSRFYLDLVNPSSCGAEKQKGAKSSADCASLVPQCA
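MLSMR compounds (23 nl, pin-transferred) preincubated 10 min at room temperature with a 500nM (2x) first reagent, then RGS4 at 900nM (2x) plus Transcreener GDP mix added; fluorescence polarization (620/688 nm) read before and after 90 min at 30 °C.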
BAZ2B inh – BAZ2B (human) inhibition | Q9UIF8 | AlphaScreen BAZ2B-H3K14Ac peptide displacement | Potency, µM (titrated, usually from 114 µM), for the others: top-dose activity change, negative = inhibition, usual class: inhibitors | 360,000 compounds, 4.4% hits | AID 504333; note: potency is the fitted concentration of half-maximal effect; % is set by controls: 0 for no effect and ±100 for the full control effect; nearly all actives have a fitted effect of over 60% in size
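Compounds, titrated to a top concentration of 110 uM, were incubated 30 min at room temperature with preformed BAZ2B/acetyl-K14 H3 peptide complex (50 nM each). Proximity signal was measured by AlphaScreen after 20 min with beads.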
GLS inhibitor – inhibitors of human glutaminase (GLS) | GLS enzymatic activity, qHTS titration | 410,000 compounds, 0.21% hits | AID 624170 | O94925 | Potency, µM (doses to about 45.5 µM), inactives show top-dose activity change, negative = inhibition, usual class: inhibitors; note: potency is the fitted concentration of half-maximal effect; % is set by controls: 0 for no effect and ±100 for the full control effect
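Compounds were pin-transferred onto hKGA, after which L-glutamine (1 mM solution) and a detection mix of glutamate oxidase, HRP and Amplex Red were added. Initial and 30 min RT fluorescence reads were collected.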
The depositor's hits bear a star; ? = inconclusive; · = not tested or not shown; [ ] = dose if it differs, or a comment. Unless noted, calls come from the whole dose curve; as a rule, active = well fitted curve in the direction sought with a large enough effect; inconclusive = small, poorly fitted or top-dose-only effect, or another doubt; inactive = no such curve, though single readings can be large; an effect the other way counts as inactive or inconclusive. This is a subset. The share of hits here may be higher or lower than overall.

SMILES	12-LOX inh	G9a block	JMJD2A Tudor	ERG Ets-DNA blk	PI4K2A block	HP1b binding inh	RGS4 inhibitor	BAZ2B inh	GLS inhibitor
CCOc1cc(CNCCO)cc(Br)c1OCc1ccc(Cl)cc1	?	10%	-18%	5%	3	12%	-13%	-6%	0%
Cn1c(CNC(=O)CCNC(=O)c2ccc(Br)cc2)cc(=O)n(C)c1=O	-9%	·	-11%	-1%	1	32%	6%[56.9 µM]	-1%	-15%
O=C(CCSCc1ccccc1F)NCc1cccnc1	-3%	20%[59 µM]	-8%	-9%	11	35%	-7%	-5%	3%
CCc1ccccc1NC(=O)N[C@@H](C)C(=O)OC	1%	-1%[59 µM]	-10%	·	1	55%[activator]	2%	20%	-15%
COCCNC(=O)/C(C#N)=C/c1c(N2CCCCCC2)nc2ccccn2c1=O	-10%	34%[activator]	-3%	5%	7	32%	-20%	4%	139%[activator]
CN(C(=O)COC(=O)c1cc([N+](=O)[O-])ccc1Sc1ccccc1)C1CCS(=O)(=O)C1 (stereo unspecified)	0%	?	-14%	11%	-1	23%	-16%	·	6%
Cc1cc(C)c(NC(=O)Nc2ccccc2C)c(Cl)c1	-5%	·	-13%	-3%	-2	30%	-4%	-5%	0%
CCCNS(=O)(=O)c1ccc(OCC(=O)N2CCCC2)cc1	15%	-30%	-1%	-2%	-3	14%	-1%	-28%	0%
Cc1cc(C)n2c(SCC(=O)NC3CCCCC3)nnc2n1	-12%	14%	-19%	-14%	7	36%[activator]	-31%[56.9 µM]	-19%	-18%
COc1ccc(-c2noc(-c3cccs3)n2)cc1OC	443%[activator]	49%	-8%	1%	-9	-2%	-13%	0%	-12%
Cc1cccc(CNC(=O)C2CCN(c3nn4cc(-c5ccc(F)cc5)nc4s3)CC2)c1	0%	2%[59 µM]	-3%	3%	-4	19%	-13%	4%	3%
CCN(C(=O)CN1C(=S)NC(C)(C)CC1C)c1ccc(C)c(C)c1 (stereo unspecified)	?	-22%	-13%	-8%	0	-17%	5%	-16%	7%
Cc1cccc(-n2c(C)cc(/C=N/NC(N)=S)c2C)c1	45µM*	?	56µM*	-4%	3	?	-42%	?	24%
C=CCOc1ccc(CNc2ccc3[nH]c(=O)[nH]c3c2)cc1OCC	-19%	?	?	1%	-13	-16%	?	-29%	?
CC(C)[C@H](NC(=O)[C@@H]1Cc2ccccc2CN1C(=O)OC(C)(C)C)C(=O)NCC1CCC(C(=O)O)CC1 (stereo partly specified)	6%	-44%	4%[11.4 µM]	2%	7	66%[activator]	-2%[11.4 µM]	-2%	1%

Some of these compounds in order of heavy-atom count, rising.
SMILES	12-LOX inh	G9a block	JMJD2A Tudor	ERG Ets-DNA blk	PI4K2A block	HP1b binding inh	RGS4 inhibitor	BAZ2B inh	GLS inhibitor
COc1ccc(-c2noc(-c3cccs3)n2)cc1OC	443%[activator]	49%	-8%	1%	-9	-2%	-13%	0%	-12%
CCCNS(=O)(=O)c1ccc(OCC(=O)N2CCCC2)cc1	15%	-30%	-1%	-2%	-3	14%	-1%	-28%	0%
C=CCOc1ccc(CNc2ccc3[nH]c(=O)[nH]c3c2)cc1OCC	-19%	?	?	1%	-13	-16%	?	-29%	?

Continuation:
SMILES	12-LOX inh	G9a block	JMJD2A Tudor	ERG Ets-DNA blk	PI4K2A block	HP1b binding inh	RGS4 inhibitor	BAZ2B inh	GLS inhibitor
O=C(Nc1ccc(N2CCCCC2)cc1)c1ccccn1	·	45µM*	?	3%	-65*	?	-14%	?	29%
O=[N+]([O-])c1cccc(-c2noc(COc3ccccc3)n2)c1	-2%	-31%	-16%	-1%	3	-21%	13%	-23%	-2%
CCNc1nc(NCc2ccccc2)nc(SCC(N)=O)n1	-7%	11%[59 µM]	-13%	-8%	0	36%	27%	-19%	2%
Cc1cc(C2(c3ccc(O)c(C)c3)C(=O)Nc3ccccc32)ccc1O	0%	5%[12.7 µM]	?	-19%	-5	-14%	0%	?	0%
COC(=O)[C@@H](NC(=O)NCc1ccccc1Cl)C(C)C	9%	16%[12.7 µM]	2%	6%	-9	20%	-15%	-5%	-8%
CC(C)C(=O)NC(=S)N(Cc1ccccc1)Cc1ccccc1	-18%	22%[59 µM]	-14%	1%	-9	20%	-17%	-3%	2%
CCC(Sc1nc(C)cc(=O)[nH]1)C(=O)Nc1sc2c(c1C#N)CCCC2 (stereo unspecified)	-27%	14%[59 µM]	-30%	·	-1	13%	21%	·	40%[activator]
CN(C(=O)c1cccc(NC(=O)Cc2ccc(NC(=O)C3CCN(C(=O)C4CCC4)CC3)cc2)c1)C1CCCCC1	-5%	·	-22%	-2%	4	5%	6%	·	-2%
CC(C)OP(=O)(OC(C)C)C1(O)C(=O)Nc2ccccc21 (stereo unspecified)	0%	30%[0.501 µM]	-7%	-4%	9	20%	15%	1%	-2%
CC(C)(C)c1ccc(OCC(=O)N2CCN(C=O)CC2)cc1	13%	10%[59 µM]	-11%	6%	1	16%	15%	-5%	6%
COc1ccc(-c2[nH]ncc2-c2cnc(C)s2)c(O)c1	9%	-7%	-15%	·	-3	24%	3%	3%	20%
O=C(COc1cccc(-n2cnnn2)c1)NC1CCCCC1	-6%	·	-10%	3%	32	24%	-27%	-2%	17%
CC(C)C(NC(=O)CN1C(=O)c2cccc3cccc1c23)C(C)C	-31%	·	3%	-2%	4	31%	17%	9%	-1%
COc1cccc(C(=O)NCC2CCCN(C3CCCCC3)C2)c1OC (stereo unspecified)	11%	·	5%	-2%	7	28%	1%	-2%	-6%
CN(C)c1ccc(NC(=O)C2(c3cccs3)CCOCC2)cc1	-1%	2.8µM*	?	1%	-4	-15%	3%	40µM*	17%
CCOc1ccc(CCNC(=O)COn2nnc3ccc(S(=O)(=O)N4CCOCC4)cc32)cc1OCC	8%	8%	-10%	3%	-1	12%	28%	4%	9%
CC(NC(N)=O)C(=O)Nc1ccc(Cl)c(S(=O)(=O)Nc2ccc(Br)cc2)c1 (stereo unspecified)	-7%	?	-27%	3%	3	31%	-33%	-10%	2%
O=C(Cn1c(-c2ccccc2Cl)nc2ccccc21)Nc1cccc(Cl)c1	-7%	-1%[59 µM]	-1%	-11%	3	30%	4%	-8%	76%[activator]
CCN(CC)c1nn2c(=O)c(C(=O)NCc3ccccc3Br)cnc2s1	?	5%[59 µM]	-13%	9%	-13	46%[activator]	-25%	0%	7%
COCCNC(=O)CC(c1ccccc1)c1ccccc1	1%	6%[59 µM]	-14%	-6%	2	29%	-3%	9%	-4%
CCn1nc(C(=O)N[C@@H](CCSC)c2nc3ccccc3[nH]2)c2ccccc2c1=O	-1%	-18%	-33%	2%	-2	6%	-2%	-4%	-11%
Cc1ccc(-n2nc(C)cc2N)c(C)c1	-10%	1%	-10%	2%	-7	63%[activator]	7%	-16%	2%
O=C(NCCC1=CCCCC1)c1cc(-c2ccncc2)nc2ccccc12	0%	-25%	-4%	1%	-2	8%	4%	-19%	0%
COc1ccc(OC)c(S(=O)(=O)Nc2cc3c(cc2N2CCCC2)n(C)c(=O)c(=O)n3C)c1	?	10µM*	32µM*	-1%	-6	7%	-15%[11.4 µM]	50µM*	?
CC(C)c1ccc(NC(=S)N2CCN(S(=O)(=O)c3ccccc3)CC2)cc1	?	9%	-21%	9%	6	45%[activator]	-10%	-27%	0%
COc1ccc2c(c1)sc1ncc(C(=O)NCc3cccc(Cl)c3)c(=O)n12	1%	13%[59 µM]	-17%	-3%	0	10%	-12%	0%	-3%
Cn1c(SCC(=O)Nc2ccccc2[N+](=O)[O-])nnc1C(F)(F)F	6%	-4%	-11%	3%	4	22%	2%	-3%	1%
O=C(COc1ccccc1)Nc1nnc(COc2ccccc2)s1	3%	·	-8%	-8%	5	14%	13%	2%	8%
Nc1nnc(CCCCc2cccs2)o1	11%	9%	2%	-2%	-1	40%	25%	-1%	14%
CC(=O)Nc1ccccc1C(=O)C(=O)Nc1ccc(C(=O)NCC2CCCO2)cc1 (stereo unspecified)	-3%	-32%	0%	-19%	1	16%	1%	-23%	0%
O=c1cc(O)c2ccc(O)cc2o1	-7%	18%[59 µM]	-7%	0%	4	21%	9%	-6%	13%
Cc1ccc(-n2nc(C)c3cc(C(=O)O)sc32)cc1	0%	5%[59 µM]	-1%	-9%	-2	25%	-29%	10%	3%
O=C(CNc1n[nH]c(=O)[nH]c1=O)N/N=C/c1cccnc1	-21%	1%	-6%	1%	-7	23%	5%	-4%	-6%
Cc1ccc2[nH]c3c(=O)n(Cc4ccncc4)cnc3c2c1	405%[activator]	-5%	-11%	0%	-19	32%	-16%	50µM*	0%
CCSc1nnc(NC(=O)C(CC)(C(F)(F)F)C(F)(F)F)s1	0%	50µM*	-30%	2%	0	43%[activator]	-27%	?	-3%
CCN(CC)S(=O)(=O)c1ccc2c(c1)c(=O)c(C(=O)NCCOC)cn2C	0%	20%[12.7 µM]	-6%	-1%	1	29%	-8%	0%	-1%
CC(=NNc1nc2ccccc2s1)c1ncccn1	-1%	·	45µM*	·	-3	-28%	?	·	8%
NS(=O)(=O)c1cccc(Nc2nc3ccccc3nc2NS(=O)(=O)c2ccc(Cl)cc2)c1	?	·	-10%	1%	-7	26%[57 µM]	-14%	·	5%
